Source: PubChem BioAssay
NOD1 inhibition = inhibition of NOD1-driven NF-kB reporter – cell-based, luminescence, uHTS, primary screen (AID 1578) | NOD1-driven NF-kB luciferase reporter cells, luminescence; higher % means a stronger effect | inhibition, % at 4 µM, or EC50 in µM where a hit was titrated | 290,000 tested, 1% active; in the data active = inhibition mostly above about 36%, no sharp cut-off; inactive = mostly below about 34%;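 also: HEK-293T reporter cells stimulated with the NOD1 agonist gamma-tri-DAP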
KOR beta-arrestin-1 = kappa opioid receptor blockers – cell-based, luminescence, uHTS (AID 1778); KOR beta-arrestin recruitment, luminescence, antagonist mode; higher % means a stronger effect; inhibition, % at 10 µM; hits with a dose series show IC50 in µM; 290,000 tested, 0.091% active; also: strong numbers were not always called active
AID2073 = disruptors of CaV2.2 binding to Mint1 – biochemical, HTRF (AID 2073); HTRF protein-protein interaction, Mint1-CaV2.2; higher % means a stronger effect; one-dose inhibition, % at 20 µM; IC50 in µM for titrated hits; 290,000 tested, 0.19% active; in the data active = inhibition mostly above about 51%, no sharp cut-off; inconclusive = no clear call, values can overlap the other calls; inactive = mostly below about 53%; also: some results filed as inactive read as strong as hits
HIV fusion peptide = cell-free HIV fusion peptide-binding blockers – biochemical, uHTS, fluorescence dequenching, primary screen (AID 1986); cell-free peptide binding, fluorescence dequenching, 30 min; higher % means a stronger effect; inhibition, % at 20 µM, or IC50 in µM where a hit was titrated; 290,000 tested, 0.3% active; in the data active = inhibition mostly above about 52%, no sharp cut-off; inactive = mostly below about 76%; also: some results filed as inactive read as strong as hits
West Nile virus CPE = inhibition of WNV-induced cytopathic effect – cell-based, CPE readout (AID 1621); West Nile virus-infected cells, CPE inhibition; higher % means a stronger effect; 290,000 tested, 0.02% active; CPE inhibition, % at 10 µM; hits with a dose series show IC50 in µM; in the data active = a potency from the dose series; inconclusive = CPE inhibition mostly from about 3.7% at the one dose, without a potency; inactive = the rest, 99 in 100 with CPE inhibition below about 2.2%; also: strong numbers were not always called active
NS5 inhibitors = flavivirus cap methylation enzyme inhibition – biochemical, confirmation dose response, primary screen (AID 588689); inhibition, % at 25 µM, or IC50 in µM where a hit was titrated; Dengue-2 NS5 methyltransferase capping enzyme assay, biochemical; higher % means a stronger effect; 340,000 tested, 0.3% active; in the data active = a potency from the dose series; inconclusive = inhibition above about 29% without an active follow-up result
KOR beta-arrestin-2 = kappa opioid receptor activators – cell-based, luminescence, uHTS, primary screen (AID 1777) | KOR beta-arrestin recruitment, luminescence; higher % means a stronger effect | activation, % at 10 µM, or EC50 in µM where a hit was titrated | 280,000 tested, 0.02% active; in the data active = activation above about 50%, passing the limit was not always enough; also: a part of the inactive calls stands beside numbers as strong as those of hits
Yfh1-off respiration = enhancers of respiration in Yfh1-depleted yeast, dose response, Friedreich's ataxia, plus single-dose screen (AID 1465) | S. cerevisiae Yfh1-off respiration, WST-1 reduction, 72 h; higher fold induction means a stronger effect | one-dose fold induction at 50 µM; EC50 in µM for titrated hits | 220,000 tested, 0.074% active;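 active = fold induction of absorbance versus untreated yeast above a set limit, then at least 30% activation at any dose in follow-up; inconclusive = repeats straddling the limit, or above it without dose testing; inactive = fold induction below the set limit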;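 also: activators that raise dye reduction in frataxin-depleted yeast; strong numbers were not always called active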
NOD2 inhibition = inhibition of NOD2-driven NF-kB reporter – cell-based, luminescence, uHTS, HEK293 (AID 1566) | 290,000 tested, 0.63% active | inhibition, % at 4 µM, or EC50 in µM where a hit was titrated | HEK293 NOD2/NF-kB luciferase reporter, luminescence; higher % means a stronger effect; also: many of its hits are not listed in these tables
NS5 inhibitors pilot replicate = further read-out of NS5 inhibitors, marked with its call; inhibition, %; measured here: pilot screen replicate inhibition
An asterisk follows results filed as active; i = inactive; ? = inconclusive; nt = no result given; [ ] = another dose, or the depositor's remark. Rule as the data show it, unless noted: active = inhibition above about 50%; inactive = the rest.

SMILES | NOD1 inhibition | KOR beta-arrestin-1 | AID2073 | HIV fusion peptide | West Nile virus CPE | NS5 inhibitors | KOR beta-arrestin-2 | Yfh1-off respiration | NOD2 inhibition | others
CC(C)Oc1ccc(CCN=C(N)N=C(N)N)cc1Cl | -16% | 10%[20 µM] | -2% | 0.6% | 0.0% | -2% | nt | i | 26%
Cc1cc(O)c(-c2cc(O)c(C)cc2O)cc1O | -3% | 30% | -5% | -3.2% | -0.1% | 40µM* | -5.4% | ? | 9%
COc1ccc(OC)c(NC(=O)CSc2ccc(-c3cccnc3)nn2)c1 | 21% | 3% | 1% | -0.7% | -0.2% | -1% | -4.1% | nt | 40%
CC(OC(=O)C(C)N1C(=O)C2C3C=CC(C4CC34)C2C1=O)C(=O)c1ccccc1 (configuration not stated) | 20% | -3% | -7% | 0.0% | -0.4% | -4% | -3.7% | i | 12%
Cn1c(NC(=O)c2ccccc2NC(=O)C(C)(C)C)nc2ccccc21 | -34% | -2% | 0% | -3.7% | 0.8% | -3% | -0.7% | i | 14%
CCN1C(=O)/C(=C\c2ccncc2)SC1=S | 1% | 1% | 0% | -3.1% | 0.7% | 4% | -3.3% | i | 12%
CCN(CC)CCN1C(=O)c2oc3ccc(F)cc3c(=O)c2C1c1ccncc1 (configuration not stated) | 2% | 11% | -4% | -3.1% | -0.2% | 4% | 0.6% | i | -17%
Cc1noc(C(=O)Nc2ccc(F)cc2F)c1Cl | -10% | -6% | -9% | -0.5% | 0.8% | -10% | -2.6% | nt | -5%
COCCNC(=O)[C@@H]1CSC2c3ccc(OC)c(OC)c3C(=O)N21 (some centres not stated) | 0% | 12% | -3% | 0.1% | -0.5% | -6% | -2.1% | nt | -19%
CCOC(=O)Cc1nnc(NC(=O)C(CC)Sc2nc(C)cc(C)n2)s1 (configuration not stated) | -4% | 37% | -1% | -1.0% | 0.2% | 2% | 1.9% | i | -4%
CCCCCN1N=C(C)CC1=O | -12% | -9% | -6% | -3.0% | 0.8% | -11% | -4.9% | i | 10%
Cc1cc(NS(=O)(=O)c2ccc(Nc3nc(-c4sc(N)nc4C)cs3)cc2)no1 | -4% | 6% | 26% | 26% | 0.0% | 30% | 3.8% | i | 4%
O=C(NCCc1ccccc1)c1ccccc1NS(=O)(=O)N1CCCC1 | -31% | -8% | 8% | 0.9% | -0.4% | 3% | 4.2% | i | -14%
O=C(CSc1cccs1)Nc1cccc2ccccc12 | -43% | 18% | 3% | 0.3% | -0.9% | -5% | -0.6% | i | -70%
Cc1ccc(-c2ccc(=O)n(CC(=O)Nc3cccc(C(=O)N4CCN(C)CC4)c3)n2)cc1 | -13% | 2% | -2% | -0.6% | 0.1% | -2% | 2.4% | i | 3%
COc1ccc(C(=O)Nc2cccc(/C=C/c3nc4ccccc4c(=O)[nH]3)c2)cc1 | -5% | -45% | 50% | 1.6% | 3.3% | -9% | 5.3% | i | -29%
OCCN1CCN(CC(O)COc2ccc3ccccc3c2)CC1 (configuration not stated) | 6% | -17% | -3% | -0.8% | 0.2% | -6% | -0.7% | i | 0%
COc1ccc(OC)c(/C=N/NC(=O)c2cc[n+](CC(=O)c3ccccc3)cc2)c1 | -1% | 10% | -5% | 0.0% | 0.8% | -9% | 7.3% | i | 4%
Cc1nn(C)cc1C=NCCOCc1ccccc1 | -39% | -21% | 4% | 3.0% | 0.5% | 5% | 4.3% | i | -7%
Fc1cccc(/C=N/Nc2cc(N3CCOCC3)ncn2)c1 | -31% | -30%[20 µM] | 10% | -1.6% | 0.1% | -5% | 0.9% | nt | -42%

Compounds shown so far that have a Cl atom (2):
SMILES | NOD1 inhibition | KOR beta-arrestin-1 | AID2073 | HIV fusion peptide | West Nile virus CPE | NS5 inhibitors | KOR beta-arrestin-2 | Yfh1-off respiration | NOD2 inhibition | others
CC(C)Oc1ccc(CCN=C(N)N=C(N)N)cc1Cl | -16% | 10%[20 µM] | -2% | 0.6% | 0.0% | -2% | nt | i | 26%
Cc1noc(C(=O)Nc2ccc(F)cc2F)c1Cl | -10% | -6% | -9% | -0.5% | 0.8% | -10% | -2.6% | nt | -5%

Other results follow.
SMILES | NOD1 inhibition | KOR beta-arrestin-1 | AID2073 | HIV fusion peptide | West Nile virus CPE | NS5 inhibitors | KOR beta-arrestin-2 | Yfh1-off respiration | NOD2 inhibition | others
O=C1c2ccccc2-c2nc3ncnn3c(-c3ccccc3Cl)c21 | 9% | -13% | 0% | -1.9% | -0.5% | -4% | -4.1% | i | 12%
CCN1CCN(c2cc(C)c3cc(NC(=S)N4CCCC(C)C4)ccc3n2)CC1 (configuration not stated) | 20% | 13% | -6% | -1.6% | 16% | -6% | -1.3% | i | 24%
CCOC(=O)N1CCN(C(=O)CSCc2ccc(C)cc2)CC1 | -7% | -1% | 0% | -0.7% | -0.3% | 1% | 11% | i | 10%
COc1ccccc1NC(=O)CN1CCN(CC(=O)Nc2cc(C)ccc2OC)CC1 | 4% | 10% | 14% | 1.2% | -0.1% | 3% | 2.4% | nt | 18%
O=C(CSc1nnc(-c2ccccc2)n1C1CCCCC1)N1CCCC1 | -17% | -1% | -4% | -0.3% | -1.2% | -3% | -4.7% | i | 8%
CC(=O)NC(CC(=O)N(Cc1ccccc1)c1ccc(C)cc1)c1ccccc1 (configuration not stated) | -1% | 34% | 3% | -1.7% | -0.9% | -3% | -2.9% | nt | -8%
C=CCOC(=O)C1=C(C)NC(SCC(N)=O)=C(C#N)C1c1cccs1 (configuration not stated) | -27% | -51% | 5% | 0.2% | 0.1% | 4% | 3.5% | i | 6%
COc1ccc(C(=O)NCCc2c[nH]c3ccccc23)cc1S(=O)(=O)N1CCOCC1 | 3% | 9% | -7% | 2.7% | 0.5% | -3% | 1.4% | i | -1%
Cc1cccc2c(N=Nc3ccccc3)c(O)[nH]c12 | -5% | -1% | 7% | 53%* | 0.0% | -5% | 2.4% | nt | -140%
CC(=O)NC1C(=O)SC1(C)C (configuration not stated) | -13% | -4% | 1% | 1.8% | -0.2% | nt | 9.7% | i | 8%
Cc1[nH]cnc1CSCCN | 19% | -30% | -1% | 0.7% | 0.3% | -10% | 0.3% | i | 1%
CC(C)n1c(C(F)(F)F)nc2cc(C(=O)N3CCC(O)CC3)ccc21 | 2% | 17% | 3% | 0.5% | 0.3% | -2% | -3.0% | i | 8%
CCNC(=O)NC(=O)CN(C)c1ccccc1 | -15% | 0% | -3% | 0.5% | 0.1% | 1% | -0.4% | i | 5%
Cc1nc(C(=O)NC2CCCCC2)sc1C1(C)CC(c2cccc([N+](=O)[O-])c2)=NO1 (configuration not stated) | -3% | 20% | -9% | -0.3% | 0.1% | -4% | -0.9% | i | 2%
O=C(Nc1cccc(S(=O)(=O)N2CCOCC2)c1)C(c1ccccc1)N1CCCCC1 (configuration not stated) | 15% | -2% | -3% | 0.0% | -0.3% | -1% | 1.7% | i | -5%
Cc1c(/C(O)=C2/C(=O)C(=O)N(Cc3cccnc3)C2c2cccs2)cnn1-c1ccccc1 (configuration not stated) | 10% | -28% | -2% | -4.3% | 0.4% | -2% | 4.0% | i | 38%
CCn1c(=O)c(C(=O)CN2CC(C)OC(C)C2)c(N)n(Cc2ccccc2)c1=O (configuration not stated) | 3% | 5% | -4% | -2.9% | -0.7% | -1% | -0.5% | i | 21%
COC(=O)C1=C(O)/C(=C\c2ccc(OCC(=O)Nc3ccccc3)cc2)N=C1C | -31% | -42% | 4% | -0.5% | 0.6% | -13% | 1.3% | nt | -4%
C/C(=N\Nc1ccc2nncn2n1)c1ccc(Br)s1 | -12% | -6% | 8% | 0.3% | -0.8% | 8% | 6.5% | i | 9%
Cc1cccc(/C(N)=N/OC(=O)c2ccccc2Cl)c1 | -64% | -41% | -4% | 3.0% | 0.1% | -10% | 16% | i | -226%
COc1ccc(Cc2nnc(NC(=O)CSc3ccc(C)cc3)s2)cc1 | -1% | -6% | 9% | 1.3% | 1.0% | -10% | 10% | i | -9%
CCCC(O)(CCC)C(=O)NNc1ccc(C)cc1 | -7% | 4% | -5% | -1.0% | 0.0% | -4% | 4.5% | i | -10%
Cc1cc(NC(=O)CCC(=O)N(Cc2ccco2)C(C(=O)NC2CCCC2)c2ccccc2C)no1 (configuration not stated) | -14% | -10% | -4% | 1.9% | -0.2% | -5% | 0.1% | i | -2%
O=C1CN(C(=O)c2cccc([N+](=O)[O-])c2)CC(=O)N1 | -25% | 22%[20 µM] | -4% | -0.3% | -0.1% | 7% | -5.0% | nt | 7%
Cc1ccc(-c2nn(C)c(=O)c3ccccc23)cc1CN1CCCCC1 | 0% | 10% | -3% | 0.0% | -0.3% | -8% | -4.0% | i | 18%
CC(C)Oc1cccc(C(=O)NC(=S)Nc2ccc(Cl)c(C(=O)O)c2)c1 | -36% | -9% | -8% | -1.8% | 0.2% | 15% | 4.1% | i | -12% | NS5 inhibitors pilot replicate=4.9
Cc1noc(C)c1S(=O)(=O)NCc1ccc2c(c1)OCO2 | -10% | 28% | -8% | 0.4% | 0.3% | -1% | 2.3% | i | -1%
Cn1c(CCC(=O)Nc2ccccc2F)nnc1SCC(=O)Nc1ccccc1Cl | -23% | 4% | 2% | 0.4% | 0.7% | -9% | 3.4% | i | -1%

Molecules listed so far that contain an aryl methoxy group:
SMILES | NOD1 inhibition | KOR beta-arrestin-1 | AID2073 | HIV fusion peptide | West Nile virus CPE | NS5 inhibitors | KOR beta-arrestin-2 | Yfh1-off respiration | NOD2 inhibition | others
COc1ccc(OC)c(NC(=O)CSc2ccc(-c3cccnc3)nn2)c1 | 21% | 3% | 1% | -0.7% | -0.2% | -1% | -4.1% | nt | 40%
COCCNC(=O)[C@@H]1CSC2c3ccc(OC)c(OC)c3C(=O)N21 (some centres not stated) | 0% | 12% | -3% | 0.1% | -0.5% | -6% | -2.1% | nt | -19%
COc1ccc(C(=O)Nc2cccc(/C=C/c3nc4ccccc4c(=O)[nH]3)c2)cc1 | -5% | -45% | 50% | 1.6% | 3.3% | -9% | 5.3% | i | -29%
COc1ccc(OC)c(/C=N/NC(=O)c2cc[n+](CC(=O)c3ccccc3)cc2)c1 | -1% | 10% | -5% | 0.0% | 0.8% | -9% | 7.3% | i | 4%
COc1ccccc1NC(=O)CN1CCN(CC(=O)Nc2cc(C)ccc2OC)CC1 | 4% | 10% | 14% | 1.2% | -0.1% | 3% | 2.4% | nt | 18%
COc1ccc(C(=O)NCCc2c[nH]c3ccccc23)cc1S(=O)(=O)N1CCOCC1 | 3% | 9% | -7% | 2.7% | 0.5% | -3% | 1.4% | i | -1%
COc1ccc(Cc2nnc(NC(=O)CSc3ccc(C)cc3)s2)cc1 | -1% | -6% | 9% | 1.3% | 1.0% | -10% | 10% | i | -9%

This is a subset; count on the stated rates, not on these rows.
